SSB-PriA inh = K. pneumoniae PriA-SSBct interaction inhibition; inhibition, % at 33 µM; actives 0.6% (n = 430,000); AlphaScreen SSBct-PriA binding, biotinylated peptide; in the data active means inhibition mostly above about 37%, no sharp cut-off; inactive means mostly below about 20%;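 further: plate controls were negative control peptide for no effect and reference peptide for full effect; strong numbers were not always called active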
Anthrax LF inh2 = anthrax lethal factor protease inhibition; P15917; multiplex microsphere protease cleavage assay, LF; inhibition, % at 10 µM; actives 0.12% (n = 360,000); AID 588501; further: plate controls were buffer without enzyme for full effect and enzyme alone for no effect
Target sequence (P15917 whole entry, looked up): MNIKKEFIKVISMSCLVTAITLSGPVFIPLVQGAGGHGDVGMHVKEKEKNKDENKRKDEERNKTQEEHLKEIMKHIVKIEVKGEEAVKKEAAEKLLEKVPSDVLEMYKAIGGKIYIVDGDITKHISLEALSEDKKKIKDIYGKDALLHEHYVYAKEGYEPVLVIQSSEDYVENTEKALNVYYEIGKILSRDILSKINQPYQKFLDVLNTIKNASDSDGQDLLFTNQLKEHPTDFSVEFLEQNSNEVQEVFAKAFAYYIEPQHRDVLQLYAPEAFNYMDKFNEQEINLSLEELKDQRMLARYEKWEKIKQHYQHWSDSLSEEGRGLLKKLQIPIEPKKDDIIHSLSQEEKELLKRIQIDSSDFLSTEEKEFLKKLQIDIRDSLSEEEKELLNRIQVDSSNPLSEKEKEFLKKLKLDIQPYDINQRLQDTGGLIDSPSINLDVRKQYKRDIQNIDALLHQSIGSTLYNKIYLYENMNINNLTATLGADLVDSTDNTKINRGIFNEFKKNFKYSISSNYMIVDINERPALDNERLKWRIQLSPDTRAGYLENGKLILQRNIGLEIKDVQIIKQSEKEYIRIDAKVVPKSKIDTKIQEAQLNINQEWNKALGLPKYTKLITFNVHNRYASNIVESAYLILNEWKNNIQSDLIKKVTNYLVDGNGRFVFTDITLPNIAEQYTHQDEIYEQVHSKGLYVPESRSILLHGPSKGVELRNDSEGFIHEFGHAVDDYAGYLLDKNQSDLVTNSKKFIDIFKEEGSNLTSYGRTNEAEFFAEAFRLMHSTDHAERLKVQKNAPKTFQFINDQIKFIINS
PrPC TRFRET = inhibitors of human cell surface prion protein PrPC; P04156; actives 0.43% (n = 370,000); TR-FRET read-out; AID 720596; inhibition, % at 13.8 µM; in the data active means inhibition above about 24%; further: 0% = median of the test wells and 100% = reference compound wells
3CLpro inhibitor = SARS-CoV 3CLpro protease inhibition; inhibition, % at 6 µM; actives 0.14% (n = 290,000); recombinant SARS-CoV 3CLpro, quenched FRET peptide cleavage; in the data active means inhibition above about 12%
BoNT-A LC inh2 = BoNT A light chain protease inhibition | multiplex microsphere protease substrate cleavage, flow cytometry | inhibition, % at 10 µM | actives 0.17% (n = 360,000); further: plate controls were buffer without enzyme for full effect and enzyme alone for no effect
Yp Topo-I inh = Y. pestis Topo-I inhibition via cleavage products; Y. pestis Topo-I cleavage product accumulation, plate reader; activity, % at 10 µM; actives 0.064% (n = 360,000); in the data active means activity above about 50%, passing the limit was not always enough; inconclusive means no clear call, values can overlap the other calls; further: inactives centre near 2
PfHsp40 yeast = restores yeast growth despite PfHsp40 toxicity. actives 0.68% (n = 340,000). AID 504582. growth rescue, % at 12.5 µM. S. cerevisiae expressing PfHsp40, growth rescue, ATP luminescence; in the data active means growth rescue above about 28%, passing the limit was not always enough; inconclusive means no clear call, values can overlap the other calls;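 further: yeast W303a lacking pdr1 and pdr3 grown in galactose medium; growth measured after three days at 30 °C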
TcdB GH inh = blocks C. difficile toxin B glycohydrolase activity; P18177; TcdB glycohydrolase enzymatic assay, plate reader; inhibition, % at 9.99 µM; actives 0.24% (n = 350,000); in the data active means inhibition above about 10%
Vc quorum ag = quorum light induction in luxS cqsA deficient V. cholerae. activation, % at 18.7 µM. V. cholerae BH1578 lux reporter, luminescence, 6 h. AID 588436. actives 0.16% (n = 350,000); in the data active means activation mostly above about 9.7%, no sharp cut-off; inconclusive means no clear call, values can overlap the other calls; inactive means mostly below about 3.7%; further: not every result past the cut was called active; inactives centre near 0; reference of the scale not given here
Numbers without * were called inactive; i = inactive; ? = inconclusive; . = not tested or not shown; & = joins results of further samples. Unless noted, no stated cut-off is given here; in the data, active means inhibition above about 30%; inconclusive means no clear call, values can overlap the other calls; inactive means below that. A portion of the library, so the mix of outcomes need not match the whole.

mol	SSB-PriA inh	Anthrax LF inh2	PrPC TRFRET	3CLpro inhibitor	BoNT-A LC inh2	Yp Topo-I inh	PfHsp40 yeast	TcdB GH inh	Vc quorum ag
O=C(Cc1coc2ccc3ccccc3c12)N1CCc2ccccc21	-6.7	-2.9	4.0	-3.1	1.4	8.9	0.0	.	.
Cc1nnc(NCc2ccco2)c2ccccc12	-8.8	5.0	15.8	-2.3	0.8	-2.7	-0.6	.	-1.0
O=C(CCC1CCCC1)N1CCN(S(=O)(=O)Cc2ccccc2)CC1	-13.3	1.5	5.5	3.8	0.5	12.4	-0.7	.	-2.9
CCO[C@H]1OC(C(=O)NCc2nc3ccccc3[nH]2)=C[C@@H](c2cn(C(C)=O)c3ccccc23)[C@@H]1CCCO	1.3	-0.3	7.3	.	-1.5	17.4	-1.1	-3.9	-2.8
O=C(C1CCCN(Cc2ccccc2C(F)(F)F)C1)N1CCCCC1 (stereo not given)	-4.4	-1.1	-2.0	-0.5	0.1	8.8	0.6	.	0.8
CCCC[C@@H]1CNCCN1CCc1cccc2ccccc12	14.8	8.0	0.8	.	0.4	-5.0	-0.3	1.2	-0.4
O=C(CN1CCCCC1)Nc1ccccc1	-1.6	-4.0	-5.7	2.9	0.9	-6.8	1.6	.	-0.4
O=C1CSC(=O)N1CC(O)COc1ccc(Cl)cc1 (stereo not given)	-5.9	-0.3	4.8	-3.9	0.2	7.2	-1.9	0.7	1.7
CC(=O)Nc1cc2c(cc1Cl)-c1ccccc1C2	-4.6	-3.1	5.3	.	-0.3	5.9	-0.8	-0.2	8.3
Cc1ccc2c(c1)S(=O)(=O)N(C)C(c1ccccc1)=C2	-11.9	2.4	-2.9	.	-1.6	27.8	6.1	-0.6	.
Cc1cc(NC(=O)C(C)SCC(=O)OCC(=O)Nc2c(C)cccc2C(C)C)no1 (stereo not given)	-4.1	-0.7	-3.8	.	5.7	6.8	0.3	0.6	-0.3
COc1ccc(OCCCC(=O)Oc2ccc(OC)cc2)cc1	-14.4	-2.1	-5.0	-0.1	6.4	-0.5	-0.9	.	0.0
COCCNS(=O)(=O)c1ccc(-c2ccc(C)cc2)cc1	-17.0&-11.2	-8.0	2.6	0.1	-0.8	7.2	-0.1	1.6	i
O=C(CCCCCNC(=O)c1ccccc1)C[N+](=O)[O-]	-4.0	-5.8	-0.9	-3.6	-0.2	18.9	1.1	.	-0.3
COC(=O)[C@H](C)NC(=O)Nc1ccccc1F	-6.6	0.8	-3.4	-0.7	-0.6	2.5	-0.1	.	1.0
COc1ccc(-c2ccc(-c3cc(=O)oc4cc(OC)c(OC)c(OC)c34)cc2)cc1OC	-12.8	-2.1	-11.4	.	-0.5	6.8	0.0	0.8	1.1
CCOc1cc(CNc2ccccc2)cc(Br)c1OCc1ccccc1F	-42.4	-2.4	1.8	1.2	0.6	1.2	-0.6	.	i
O=C(c1ccc(CS(=O)c2ccccc2Cl)o1)N1CCCCCC1 (stereo not given)	-0.8	-4.0	0.9	-3.9	-0.1	-0.9	-1.0	1.7	i
O=C(CN1C(=O)C2CC=CCC2C1=O)Nc1ccc(S(=O)(=O)Nc2nccs2)cc1 (stereo not given)	-14.2	-3.3	2.5	3.2	-0.9	3.4	-1.2	1.0	i
CC1CCc2c(sc(NC(=O)c3ccc(Cn4cc([N+](=O)[O-])cn4)o3)c2C#N)C1 (stereo not given)	-4.0	-0.2	3.9	-1.4	0.0	10.0	-0.8	.	-2.1
CC(C)C(=O)Nc1cc2c(cc1C(=O)c1ccccc1)OCCO2	-3.3	1.0	-5.2	-1.6	0.2	-9.2	0.6	.	i
CCOc1cc(C(=S)N2CCCC2)ccc1OC	10.2	6.4	0.8	-3.4	-1.1	1.6	1.4	0.3	-0.9
CCN(CC)C(=O)C1CCCN(Cc2ccc(F)c(F)c2)C1 (stereo not given)	-7.4	-1.7	-1.8	1.8	2.3	-12.2	-0.3	.	2.9
COc1ccccc1CNc1ccc(N2CCCCC2)cc1	56.1	-17.6	.	0.9	-0.5	1.4	-1.5	.	-5.0
CCOC(=O)C1=C(C)NC(C)=C(C(=O)OCC)C1C(=O)OCC(=O)NCCc1ccccc1	-11.4	-2.9	-3.6	.	-0.5	8.4	0.9	2.7	3.8
CCN(CC)CCN(C(=O)c1ccc(S(=O)(=O)N2CCCCC2)cc1)c1nc2cc3c(cc2s1)OCO3	28.2	0.5	.	-2.5	-1.2	17.0	1.0	.	-0.3
CN(C)C(=O)c1cccc(-c2cnc3sc(NCc4ccc5c(c4)OCO5)nn23)c1	.	-4.6	-12.6	.	-0.2	32.9	.	0.5	-0.2
CCOC(=O)c1sc2cc([N+](=O)[O-])cc(SCCO)c2c1N	-8.7	-1.0	-12.8	-1.9	1.3	16.1	-0.8	1.0	22.8*
Cc1ccc(-c2nn(Cc3ccccc3)cc2C(=O)NCC2CCCO2)cc1 (stereo not given)	18.7	?	-2.8	.	1.0	2.5	0.0	2.2	-0.3
CC(C)n1c(=O)nc(-c2ccccc2)c2cc3c(cc21)OCO3	.	-4.8	-9.6	.	-0.3	7.0	.	-2.9	i
CCCCNC(=S)NNC(=O)c1cc(-c2ccncc2)nc2ccccc12	6.8	0.5	-8.3	-0.3	0.5	-11.6	0.0	1.9	-0.5
O=[N+]([O-])c1cccc(CP(=O)(c2ccccc2)c2ccccc2)c1	-18.0	7.6	-12.2	.	1.8	10.3	0.5	1.9	-2.7
O=C(CCN1C(=O)c2ccccc2S1(=O)=O)Nc1cccc(F)c1	-2.0	-3.0	3.6	.	1.2	-2.3	0.5	0.4	-0.7
Cc1ccc(NC(=O)c2ccsc2)cc1NS(C)(=O)=O	-6.1	1.5	.	-7.6	-3.2	1.7	-0.9	.	i
O=C(O)CCSc1ncnc2sc(-c3ccccc3)cc12	-7.7	-4.3	-3.3	5.2	-0.7	3.9	-0.1	-0.5	-0.2
O=c1oc2ccccc2c2c1C(c1ccc(Cl)cc1)Nc1ccc3ccccc3c1-2 (stereo not given)	-8.0	-4.2	3.3	-0.6	-0.1	2.2	1.8	.	i
Cc1ccc(NC(=O)c2ccc(-c3nn(C)c(=O)c4ccccc34)cc2)cc1	-23.9	-8.3	-3.1	4.0	-0.3	-0.1	2.8	0.1	0.4
CCN1CCCC1CN(Cc1cc2ccc(C)c(C)c2[nH]c1=O)C(=O)Nc1ccccc1OC (stereo not given)	-3.0	-1.5	-9.6	8.7	1.6	4.0	0.9	.	-0.4
Cc1cc(=O)oc2ccc(OCc3ccccc3)cc12	-28.6	0.3	11.1	-3.4	-0.4	2.1	11.5	-0.4	.
Cc1ccc2cccc([N+](=O)[O-])c2n1	.	-3.5	-0.3	.	-0.2	-5.4	.	0.0	i
C#CCN(CC(=O)OCC)S(=O)(=O)CCNC1CC1	.	1.7	2.2	.	-0.2	.	.	-0.1	.
O=C(O)COc1ccc(S(=O)(=O)c2ccc(OCC(=O)O)cc2)cc1	-11.1	?	-1.1	-3.2	?	-2.9	-0.6	.	0.7
CCOc1ccc(N2C(=O)CC(Sc3ccccc3C(=O)O)C2=O)c([N+](=O)[O-])c1 (stereo not given)	-11.7	0.9	-8.2	-0.1	-0.9	-3.9	23.1	-2.9	-0.5
CCN(CC)S(=O)(=O)c1ccc(OC)c(NC(=O)COc2ccc3c(C)cc(=O)oc3c2)c1	-3.7	-4.7	-7.7	-2.1	0.6	-2.6	0.7	.	-0.6
CCC1CCCCN1S(=O)(=O)c1ccc(S(=O)(=O)N(Cc2cccs2)C2CC2)cc1 (stereo not given)	-27.9	6.1	-0.4	5.2	-0.6	32.3	2.2	1.5	5.0
COc1cc(/C=N/NC(=O)C2CCN(CC(O)COCc3ccccc3)CC2)ccc1O (stereo not given)	.	0.6	-8.7	-1.0	-0.1	-4.2	1.6	6.8	-0.5
O=C1CC(c2ccc(S(=O)(=O)NC3CC3)cc2)CN1 (stereo not given)	-2.5	-1.4	-6.0	-3.6	-0.5	9.0	-1.3	1.1	1.3
Cc1ccccc1C(=O)Nc1nnc(SC(C)C)s1	0.0&-5.8	-4.0	2.0	3.5	-1.3	7.8	2.7	1.4	-0.3
COc1cc2c(cc1NC(=O)C(C)OC(=O)/C=C/c1ccc(OC(F)F)cc1)oc1ccccc12 (stereo not given)	-14.1	0.5	-3.7	2.4	-0.2	-3.8	0.0	0.8	0.4
Cc1nc2ncnn2c(N2CCN(C(c3ccccc3)c3ccccc3)CC2)c1C	7.3	-1.2	8.2	0.2	2.4	4.1	3.3	.	i
CN1CCN(NC(=O)Nc2ccc(Br)cc2)CC1	-2.4	-5.5	-2.7	3.2	1.5	3.7	0.3	0.7	i
CCOc1ccc(N(CC(=O)Nc2ccc(CC)cc2)S(=O)(=O)c2c(C)[nH]c(=O)[nH]c2=O)cc1	-1.4	-2.6	-3.6	14.5*	1.5	19.1	-0.3	0.0	-0.2
O=C(CN1C(=O)NC2(CCCCCC2)C1=O)N1CCN(c2ccccc2)CC1	3.1	9.0	5.4	.	1.3	-2.1	-2.1	1.2	i

Source: PubChem BioAssay (several laboratories)
